From PubChem BioAssay
UTI89 phage lysis – inhibition of K1F phage lysis, E. coli UTI89, bacterial capsule biogenesis inhibitors, alamar blue (AID 488966) | E. coli UTI89 K1F phage lysis, alamar blue, 2 h; higher % means a stronger effect | one-dose inhibition, % at 100 µM; IC50 in µM for titrated hits | actives 0.02% (n = 340,000);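 active means phage lysis inhibition, versus mean bacterial control, above a set limit; inconclusive means no clear call, values can overlap the other calls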;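 further: capsule biogenesis inhibitors block K1F phage lysis so surviving cells raise fluorescence; higher fluorescence means more inhibition of phage lysis; actives were called in the ten point dose series up to 300 µM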
Dengue-2 NS5 capping – Dengue-2 NS5 methyltransferase inhibitors, primary screen, biochemical, confirmation dose response (AID 588689) | Genome polyprotein (Dengue virus type 2 (strain 16681-PDK53)) | Dengue-2 NS5 methyltransferase capping enzyme assay, biochemical; higher % means a stronger effect | one-dose inhibition, % at 25 µM; IC50 in µM for titrated hits | actives 0.3% (n = 340,000); in the data active means a potency from the dose series; inconclusive means inhibition above about 29% without an active follow-up result
Large T inhibition – SV40 large T antigen inhibitors, biochemical (AID 1903). SV40 large T antigen ATPase/helicase inhibition assay; higher % means a stronger effect. one-dose inhibition, % at 20 µM; IC50 in µM for titrated hits. actives 0.39% (n = 310,000); in the data active means a potency from the dose series; inconclusive means inhibition mostly from about 32% at the one dose, without a potency; inactive means the rest, 99 in 100 with inhibition below about 32%; further: strong numbers were not always called active
NTR1 agonist – agonists of NTR1, primary screen, imaging, U2OS cells, beta-arrestin-GFP, high content (AID 493036) | Neurotensin receptor type 1 (Homo sapiens), P30989 | NTR1-U2OS beta-arrestin-GFP spot imaging, agonist mode | activation, % at 20 µM | actives 0.17% (n = 330,000);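 active means activation at or above 40% of the spot to cytoplasm intensity ratio, with at least 20 cells analyzed; inconclusive means wells under 20 cells, flagged as cytotoxic or low count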;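 further: 0% = DMSO without peptide and 100% = 100 nM NTR1 peptide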
Target sequence (P30989 whole entry, looked up): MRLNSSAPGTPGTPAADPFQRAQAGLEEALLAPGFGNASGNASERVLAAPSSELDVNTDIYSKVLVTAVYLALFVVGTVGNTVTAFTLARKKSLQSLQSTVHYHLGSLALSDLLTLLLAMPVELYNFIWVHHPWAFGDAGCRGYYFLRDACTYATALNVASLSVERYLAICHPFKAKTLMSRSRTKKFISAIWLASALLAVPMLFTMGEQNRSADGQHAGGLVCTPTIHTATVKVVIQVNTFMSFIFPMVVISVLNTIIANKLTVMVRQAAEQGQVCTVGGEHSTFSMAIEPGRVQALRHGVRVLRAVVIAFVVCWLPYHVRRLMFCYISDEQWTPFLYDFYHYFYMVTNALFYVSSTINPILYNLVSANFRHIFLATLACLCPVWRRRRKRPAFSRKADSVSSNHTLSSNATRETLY
Salmonella PhoP GFP – inhibitors of PhoP regulon expression, primary screen, Salmonella Typhimurium, GFP reporter (AID 1863); S. Typhimurium PhoP-regulated promoter GFP reporter, 4 h; higher % means a stronger effect; inhibition, % at 50 µM; hits with a dose series show IC50 in µM; actives 0.16% (n = 300,000);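 active means inhibition over 29.93%, a cutoff 3 SD above the screen mean, later confirmed by dose response; inconclusive means inhibition over 29.93% but no dose response follow-up; inactive means inhibition at most 29.93% or unconfirmed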;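 further: 0% = low Mg2+ inducing control and 100% = high Mg2+ repressing control; strong numbers were not always called active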
RSV CPE inhibition – RSV antiviral activity via CPE protection, HEp-2 cells, primary 10 µM value included (AID 2391); one-dose CPE inhibition, % at 10 µM; IC50 in µM for titrated hits; actives 0.13% (n = 310,000); HEp-2 cells, RSV-induced CPE inhibition; higher % means a stronger effect; in the data active means a potency from the dose series; inconclusive means CPE inhibition mostly from about 23% at the one dose, without a potency; inactive means the rest, 99 in 100 with CPE inhibition below about 21%; further: strong numbers were not always called active
T cell HTS – modulators of CD8 T cell-vesicle binding, primary screen, mouse 2C CD8+ T cells, flow cytometry; 2C CD8+ T cell-vesicle binding; hits give low values; calls only at 7 µM; actives 0.068% (n = 330,000);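 active means response, share of CD8 T cells binding vesicles, and their 90th percentile fluorescence all below set limits, cut at about 80% in these data, passing the limit was not always enough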
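material = purified 2C TCR transgenic mouse naive CD8+ T cells | controls = Unloaded micro-vesicles (low), QL9 vesicles with 0.7% DMSO (high) | detection = cytometric PE anti-B7-1 and Alexa647 anti-CD8 signals after 1% paraformaldehyde fixation | incubation = binding step 1.5 h, 37 °C, antibody labelling 20 min, ice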
West Nile virus CPE – West Nile virus antiviral activity, cell-based, CPE readout (AID 1621). CPE inhibition, % at 10 µM, or IC50 in µM where a hit was titrated. West Nile virus-infected cells, CPE inhibition; higher % means a stronger effect. actives 0.02% (n = 290,000); in the data active means a potency from the dose series; inconclusive means CPE inhibition mostly from about 3.7% at the one dose, without a potency; inactive means the rest, 99 in 100 with CPE inhibition below about 2.2%; further: strong numbers were not always called active
MgcRacGAP inhibition – MgcRacGAP GTPase-activating activity inhibitors, confirmation, biochemical, ADP Hunter fluorescence; Rac GTPase-activating protein 1 (Homo sapiens); MgcRacGAP-stimulated Rac1 GTP hydrolysis, ADP Hunter fluorescence; higher % means a stronger effect; GST-tagged Rac1 F28L mutant substrate; one-dose inhibition, % at 30 µM; IC50 in µM for titrated hits; actives 0.6% (n = 340,000); AID 624330, 2012;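 active means first-screen hits whose inhibition reached a set limit at any dose in the follow-up dose series; inconclusive means inhibition above the set first-screen limit but never retested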;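 further: fluorescence reports GDP produced by GAP-driven GTP hydrolysis; strong numbers were not always called active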
T cell HTS vesicle-bound % – recorded beside T cell HTS, whose call it bears; double positive events, %; measured here: CD8+ vesicle-bound cell fraction;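 binding gate set so that unloaded-vesicle control wells show 10% double positive cells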
NTR1 agonist cell count 20 µM – further read-out of NTR1 agonist, marked with its call; cell count; measured here: cell count, cytotoxicity flag
Dengue-2 NS5 capping pilot replicate – second read-out of Dengue-2 NS5 capping, no call of its own (marks repeat the call); inhibition, %; measured here: pilot screen replicate inhibition
* hit, by the source's call; i = inactive; ? = inconclusive; nt = not tested or not shown; [ ] = remark or other dose.

SMILES	UTI89 phage lysis	Dengue-2 NS5 capping	Large T inhibition	NTR1 agonist	NTR1 agonist cell count 20 µM	Salmonella PhoP GFP	RSV CPE inhibition	T cell HTS	T cell HTS vesicle-bound %	West Nile virus CPE	MgcRacGAP inhibition	others
COc1ccc(C2=NOC(C(=O)NCc3cccs3)C2)cc1 (stereo not given)	0.0%	1%	26%	-0.6	88	-3%	1.6%	i	17	-0.4%	10%
CC(C)Nc1nc2c(c(=O)n(C)c(=O)n2C)n1C	-1.0%[50 µM]	-13%	8%	1.3	69	-13%	2.6%	i	16	-0.5%	5%
O=C(Cn1nnc(-c2cccs2)n1)N1CCc2ccccc2C1	0.7%	-1%	4%	9.1	80	-8%	1.7%	i	23	-0.5%	6%
CCC(CC)C(=O)Nc1cccc(-c2nc3ccccc3o2)c1	0.4%	0%	5%	-0.3	39	-2%	6.2%	i	28	-0.6%	10%
CC(=O)N1CCC(N(C(=O)Nc2c(F)cccc2F)C(C)C)CC1	-0.1%	-5%	-2%	2.1	64	3%	2.1%	i	53	1.4%	1%
Cc1cc(C)cc(C(=O)NCC(=O)OCC(=O)c2c(N)n(C)c(=O)n(C)c2=O)c1	1.4%[50 µM]	-17%	nt	-1.3	61	nt	2.2%	i	33	nt	8%
Cc1cc(Cl)ccc1C(=O)C1CCCN(C(=O)c2snnc2C)C1 (stereo not given)	-0.2%	-9%	21%	1.1	45	3%	1.9%	i	27	-0.8%	4%
Brc1ccc(CN2CCN(c3ccccn3)CC2)s1	-0.4%	-4%	6%	0.0	67	1%	3.8%	i	32	-0.8%	16%
O=C(NCc1ccccc1)NC12CC3CC(CC(C3)C1)C2	-0.6%	5%	8%	0.4	46	-4%	-0.2%	i	34	-0.1%	-2%
O=C(c1cccc2ccccc12)N1CCN(Cc2ccccc2F)CC1	0.1%	1%	3%	2.4	59	9%	1.1%	i	38	-0.9%	31%
O=C(O)CC/C(=N\NC(=O)c1ccccc1Br)c1ccccc1	-8.2%	-6%	10%	-0.2	60	-6%	2.1%	i	38	-0.2%	2%
CCCNC(=O)c1onc(CSc2ccc(F)cc2)c1C(=O)NCC1CC1	-1.5%	-2%	1%	0.9	102	nt	-1.3%	i	34	nt	10%
CC[C@]12c3[nH]c4cc(-c5ccco5)ccc4c3CCN1C(=O)[C@@H](CC(=O)NCCCn1ccnc1)C[C@@H]2C(=O)N1CCN(C(=O)C2CC2)CC1	-0.1%	-5%	nt	-1.9	50	nt	nt	nt	nt	nt	9%	Dengue-2 NS5 capping pilot replicate=-1.5
CSc1cccc(N2CC(C(=O)NCCC3=CCCCC3)CC2=O)c1 (stereo not given)	0.5%[50 µM]	-3%	6%	-0.1	64	-7%	3.4%	i	35	nt	3%
Cc1cc(Cl)ccc1OC(C)c1nnc(N)s1 (stereo not given)	2.8%	-1%	3%	-0.7	75	-2%	7.2%	i	7	0.6%	7%
O=C(NNC(=O)c1ccccc1C(=O)O)c1cc2ccccc2o1	1.2%	2%	17%	0.8	66	7%	0.2%	i	38	0.2%	8%
CCNC(=S)N1CCN(c2cccc(C(F)(F)F)c2)CC1	8.1%	-1%	4%	-0.2	56	7%	?	i	15	-1.7%	13%
CCOC(=O)/C=C/C(=O)Nc1ccccc1-c1ccccc1NC(=O)/C=C/C(=O)OCC	1.7%	3%	10%	nt	nt	-3%	-1.5%	i	50	-1.6%	13%
Nc1c(C(=O)CSc2nnc(-c3ccccc3F)o2)c(=O)[nH]c(=O)n1C1CC1	0.1%[50 µM]	6%	nt	1.9	60	nt	1.4%	i	39	nt	3%
COc1ccc(C(=O)/C(C)=N/O)cc1OC	1.5%	-2%	-3%	-0.4	47	0%	-0.4%	i	17	1.5%	-1%
Cc1cc(NC(=O)CSc2nc(-c3cccs3)nc3ccccc23)no1	0.6%[50 µM]	-1%	nt	1.9	92	nt	0.5%	i	53	nt	6%
Cc1cc(OCc2nnc(SCC(=O)O)n2-c2ccccc2)ccc1Cl	1.6%	3%	7%	-0.4	62	6%	3.1%	i	15	-0.4%	11%
CC(=C/c1ccco1)/C=N/NC(=O)c1nnn(-c2nonc2N)c1CN(C)C	1.0%	1%	13%	3.3	48	7%	0.8%	i	24	-0.3%	3%
COc1ccc(S(=O)(=O)Nc2ccc3c(c2)N(C(C)=O)CCC3)cc1	1.4%[50 µM]	6%	7%	0.7	63	7%	4.3%	i	47	nt	3%
Cc1ccc(C(=O)c2c3ccccc3[n+]([O-])n2CCO)cc1	-0.6%	-2%	4%	0.0	42	nt	1.2%	i	38	nt	3%
COc1ccc(-c2noc3c2-c2nc(-c4ccc(C)cc4)sc2CC3)cc1	0.8%	-6%	18%	4.9	70	7%	4.3%	i	21	-0.4%	9%
O=C(Cc1cccs1)Nc1ccc(-c2nc3ccccc3[nH]2)cc1	-1.4%	-9%	1%	-0.9	54	-11%	0.2%	i	49	0.1%	13%
O=C(O)c1cc(S(=O)(=O)Nc2cc(Cl)ccc2Oc2ccccc2)ccc1O	-0.9%[50 µM]	7%	nt	-0.1	46	nt	1.1%	i	40	nt	13%
COc1ccc(N(CC(=O)Nc2ccc(C)cc2)S(=O)(=O)c2c(C)noc2C)cc1	0.3%	-8%	10%	1.6	61	-3%	-1.3%	i	22	0.7%	10%
CN(C)c1ccc(/C=N/Nc2nc3ccccc3o2)cc1	0.9%	3%	1%	0.3	101	8%	0.4%	i	20	-0.4%	5%

Reprinted from the part before: 3 entries, followed by the next part.
SMILES	UTI89 phage lysis	Dengue-2 NS5 capping	Large T inhibition	NTR1 agonist	NTR1 agonist cell count 20 µM	Salmonella PhoP GFP	RSV CPE inhibition	T cell HTS	T cell HTS vesicle-bound %	West Nile virus CPE	MgcRacGAP inhibition	others
O=C(O)c1cc(S(=O)(=O)Nc2cc(Cl)ccc2Oc2ccccc2)ccc1O	-0.9%[50 µM]	7%	nt	-0.1	46	nt	1.1%	i	40	nt	13%
COc1ccc(N(CC(=O)Nc2ccc(C)cc2)S(=O)(=O)c2c(C)noc2C)cc1	0.3%	-8%	10%	1.6	61	-3%	-1.3%	i	22	0.7%	10%
CN(C)c1ccc(/C=N/Nc2nc3ccccc3o2)cc1	0.9%	3%	1%	0.3	101	8%	0.4%	i	20	-0.4%	5%
COc1ccc(C(=O)N2CCN(S(=O)(=O)c3ccc(C)cc3)CC2)cc1S(=O)(=O)N1CCOCC1	0.2%	5%	12%	0.5	50	nt	1.4%	i	14	0.4%	10%
O=c1oc2cc(OCc3c(F)c(F)c(F)c(F)c3F)ccc2cc1-c1ccccn1	2.5%	0%	24%	-0.2	73	-3%	-0.1%	i	44	-0.5%	11%
O=C(CN1CCc2ccccc2C1)Nc1cc(S(=O)(=O)N2CCOCC2)ccc1N1CCOCC1	-2.7%	-1%	28%	2.3	66	3%	2.3%	i	83	-0.6%	-12%
COC(=O)C1=C(O)/C(=C\c2cc(C)n(-c3ccc(F)cc3)c2C)N=C1C	-1.8%	4%	31%	0.3	23	-7%	0.7%	i	22	0.9%	6%
CC1(C)c2ccccc2-c2nc3ccccc3cc2C1O (stereo not given)	0.1%	2%	2%	0.2	88	1%	0.4%	i	55	0.0%	7%
COc1ccc(C2(O)C(=O)Nc3ccc(C)cc32)cc1OC (stereo not given)	0.5%	-4%	11%	-1.1	65	-3%	5.7%	i	63	0.4%	6%
Cn1c2c(c(=O)n(C)c1=O)[C@@H]1c3c(ccc4ccccc34)OC[C@@H]1CO2	-0.1%	9%	7%	-2.4	44	13%	1.4%	i	34	-0.3%	9%
COc1cc(C(=O)NCCSc2ccc(Br)cc2)cc(OC)c1OC	1.4%	0%	1%	2.0	55	-4%	-2.1%	i	35	1.4%	7%
CCOc1ccc(OCCSc2nc(-c3ccccc3)cc(=O)[nH]2)cc1	-1.5%	4%	3%	0.9	42	8%	3.5%	i	70	1.1%	-6%
O=C(CN1C(=O)C2CC=CCC2C1=O)Nc1ccc(S(=O)(=O)N2CCOCC2)cc1 (stereo not given)	0.1%	-4%	3%	3.2	59	-5%	0.1%	i	49	0.7%	7%
CC(=O)Nc1cccc(-c2nnc(-c3ccccc3)o2)c1	0.4%	-5%	-1%	2.0	77	8%	1.4%	i	50	0.8%	11%
Cc1[nH]n(-c2ccccc2)c(=O)c1C=Nc1ccc(S(=O)(=O)Nc2nccs2)cc1	-0.3%	16%	10%	1.6	96	-6%	0.8%	i	46	0.3%	-4%
CCCC(=O)Nc1cccc(-c2cn3ccsc3n2)c1	-0.3%	-1%	-1%	0.7	29	11%	0.7%	i	59	0.0%	9%
Cn1ncc(Cl)c1C(=O)N1CCN(c2ccccc2)CC1	1.4%[50 µM]	3%	12%	0.9	51	-3%	-0.2%	i	50	-0.4%	4%
O=C(NCC1COc2ccccc2O1)c1ccc(Cl)c(S(=O)(=O)N2CCOCC2)c1 (stereo not given)	0.3%[50 µM]	-10%	nt	2.0	66	nt	1.5%	i	28	nt	6%
CCN(CC)CCNC(=O)c1cc(Sc2nnc(C)s2)nc2ccccc12	4.9%	-7%	7%	0.4	44	1%	0.5%	i	10	-1.0%	12%
CC(C)(C)c1ccc(CS(=O)(=O)CC2(O)CCN(C(=O)c3cccc(C(F)(F)F)c3)CC2)cc1	0.1%	-1%	12%	4.2	85	-3%	-1.1%	i	10	-0.1%	8%
O=C(COC(=O)CCC1CCCCC1)Nc1ccc(OC(F)F)cc1	-0.3%	1%	3%	13	70	-18%	-1.1%	i	13	0.4%	5%
CCCOc1ccc(N2C(=O)CC(NCC(=O)OCC)C2=O)cc1 (stereo not given)	nt	nt	9%	-0.3	57	nt	-0.6%	i	7	nt	nt
COc1ccc(N2C(=O)CCC(C(=O)c3ccccc3)=C2C)cc1	0.2%	-9%	7%	-1.3	95	-10%	0.1%	i	39	-0.7%	0%
